# ADAM17 inh: inhibits human ADAM17. P78536. recombinant ADAM17, EDANS/DABCYL FRET peptide cleavage. inhibition, % at 6.95 µM. hit rate 0.83% among 370,000;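 active means inhibition above the mean of compounds lying between control limits plus 3 SD, set per campaign, cut at about 8.5% in these data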;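 further: 0% = DMSO-only wells as the low control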
# Target sequence (P78536 215-824 limits assumed): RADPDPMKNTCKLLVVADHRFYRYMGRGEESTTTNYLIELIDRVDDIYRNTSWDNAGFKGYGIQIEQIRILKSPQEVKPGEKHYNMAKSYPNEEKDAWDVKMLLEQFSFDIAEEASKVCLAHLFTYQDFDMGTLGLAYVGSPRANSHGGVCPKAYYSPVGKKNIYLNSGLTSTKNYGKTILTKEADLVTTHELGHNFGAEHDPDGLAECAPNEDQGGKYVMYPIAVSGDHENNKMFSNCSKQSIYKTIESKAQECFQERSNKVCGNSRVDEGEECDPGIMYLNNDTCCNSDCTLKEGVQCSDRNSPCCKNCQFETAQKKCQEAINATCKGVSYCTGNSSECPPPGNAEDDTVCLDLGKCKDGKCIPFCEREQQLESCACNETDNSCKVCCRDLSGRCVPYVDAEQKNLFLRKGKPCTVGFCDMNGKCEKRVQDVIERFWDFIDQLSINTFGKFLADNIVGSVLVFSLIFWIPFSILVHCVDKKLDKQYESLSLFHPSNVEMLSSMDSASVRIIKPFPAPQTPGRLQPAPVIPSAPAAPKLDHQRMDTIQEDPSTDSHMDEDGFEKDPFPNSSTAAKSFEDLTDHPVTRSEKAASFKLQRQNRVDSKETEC
# MBD2 DNA inh: inhibitors of human MBD2 binding to methylated oligonucleotide; inhibition, % at 4.4 µM; hit rate 0.31% among 370,000; TR-FRET; in the data active means inhibition above about 13%
# SMARCA2 act: increases SMARCA2 function in MMTV reporter cells. MG213 cells, MMTV-luciferase reporter, dexamethasone, overnight. activation, % at 9.1 µM. hit rate 1% among 370,000; in the data active means activation above about 7.8%;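 further: 0% = vehicle wells and 100% = reference activator wells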
# PLC-gamma1 inh: inhibitors of human phospholipase C gamma1. hit rate 0.84% among 370,000. P19174. inhibition, % at 12.2 µM. purified PLC-gamma1, fluorogenic substrate, fluorescence; in the data active means inhibition above about 9.5%
# PLCb3 inh: inhibitors of human phospholipase C beta3 | Purified PLC-beta3, fluorogenic substrate, fluorescence | Q01970 | inhibition, % at 12.2 µM | hit rate 0.18% among 370,000 | AID 720704; in the data active means inhibition above about 11%;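 further: 0% = median of compound wells on plate and 100% = full blocker control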
# hcDAF12 agonist: activates DAF-12 receptor from parasite H. contortus; HEK293 hcDAF-12 lit1-tk-luc reporter, luminescence; 0% DMSO, 100% Δ7-dafachronic acid; activation, % at 6.8 µM; hit rate 1.4% among 370,000; AID 652067;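 active means activation above the mean of all tested compounds plus 3 SD, cut at about 5.5% in these data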;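 further: 100% = response to 3 µM Δ7-dafachronic acid high control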
# hgDAF12 agonist: hgDAF-12 agonism, primary luciferase screen | HEK293 GAL4-hgDAF12 UAS-luciferase reporter, agonist luminescence; normalized to butyrate control | activation, % at 6.8 µM | hit rate 1.8% among 370,000 | AID 687014;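 active means activation above a cutoff set at the mean of all screened compounds plus 3 SD, cut at about 10% in these data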;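 further: 0% = DMSO wells and 100% = sodium butyrate wells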
# DAX1 inh-1: NR0B1 (DAX1) inhibition | P51843 | HEK293 Gal4-DAX1 luciferase reporter, luminescence | inhibition, % at 6.75 µM | hit rate 0.99% among 340,000 | AID 504766;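 active means inhibition above the mean over all tested compounds plus 3 SD, cut at about 4.2% in these data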;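 further: 0% = DAX1-transfected cells with DMSO and 100% = empty-vector control cells with DMSO; inhibition shows as a rise in luminescence from relieved DAX1 repression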
# Target sequence (P51843 207-470 limits assumed): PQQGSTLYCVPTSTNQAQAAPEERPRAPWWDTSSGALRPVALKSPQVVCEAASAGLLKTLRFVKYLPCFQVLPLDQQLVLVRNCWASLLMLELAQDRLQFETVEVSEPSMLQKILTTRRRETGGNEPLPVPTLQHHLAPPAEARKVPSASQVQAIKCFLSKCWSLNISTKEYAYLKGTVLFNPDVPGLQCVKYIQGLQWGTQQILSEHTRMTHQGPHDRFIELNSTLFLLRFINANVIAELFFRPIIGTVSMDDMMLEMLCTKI
# ssDAF-12 act: activators of S. stercoralis DAF-12 nuclear receptor. HEK293 ssDAF-12/GRIP1 lit1-tk-luc reporter, luminescence; % of 3 µM dafachronic acid response. activation, % at 6.8 µM. hit rate 1% among 370,000. AID 652126;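 active means activation above the mean over all tested compounds plus 3 SD, cut at about 0.9% in these data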;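 further: 0% = DMSO-only wells and 100% = 3 µM delta7-dafachronic acid wells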
# DAX1 inh-2: inhibitors of DAX1 repression of SF-1 activated StAR promoter; hit rate 1.1% among 370,000; AID 652010; HEK293T StAR-luciferase reporter, SF-1/DAX-1 repression relief; inhibition, % at 6.8 µM;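 active means inhibition above the mean over all tested compounds plus 3 SD, cut at about 3.6% in these data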;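 further: 0% = DAX-1 cells with DMSO and 100% = cells lacking DAX-1 with DMSO; higher inhibition means more luminescence from relief of DAX-1 repression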
# Rev-erbA mod: modulates human Rev-erb alpha binding to DNA; activity, % at 10 µM; AID 1259318; Rev-erbα–FITC-DNA binding, fluorescence polarization, 90 min; hit rate 0.79% among 370,000;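 active means activity above about 14%, limit read from the data; passing the limit was not always enough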;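 further: 0% = DMSO wells with 35 nM protein and 100% = DMSO wells with 750 nM protein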
# * marks the source's active call; other numbers are inactive results; / = no result given.
SMILES,ADAM17 inh,MBD2 DNA inh,SMARCA2 act,PLC-gamma1 inh,PLCb3 inh,hcDAF12 agonist,hgDAF12 agonist,DAX1 inh-1,ssDAF-12 act,DAX1 inh-2,Rev-erbA mod
COc1ccc(-n2nc(C(=O)NCC(=O)NCCCN3CCOCC3)c3ccccc3c2=O)cc1,2,-3,5,-26,-45,-0.6,-1.6,-0.2,-0.4,-0.1,-5
CC1CCC(C(C)C)C(OC(=O)C[n+]2cccc(C(N)=O)c2)C1 (stereo not given),-1,1,-4,-3,-1,-1.2,3.9,1.0,-1.2,0.5,-1
O=C(CCn1c(=O)oc2ccccc21)Nc1ccc(N2CCOCC2)cc1,-4,-5,-1,1,-7,-1.6,-0.8,-0.6,-1.2,-0.6,6
O=C(Nc1cccc(Cl)c1)N1CCN2C(=O)c3ccccc3C12c1ccccc1 (stereo not given),11*,-6,0,6,10,-2.3,-2.8,-0.7,-1.1,-0.5,-1
CN1CCN(C(=O)c2cc3ccccc3[nH]2)CC1,2,-5,1,-1,-4,1.6,2.1,0.1,0.1,0.1,8
C#CCN(C[C@@H]1[C@@H](OC(=O)NC2CC2)[C@@H](OC(=O)NC2CC2)Cn2c(=O)ccc(=O)n21)S(=O)(=O)c1ccc(C)cc1,-2,-3,3,-1,2,-2.0,-1.9,-0.1,-1.2,-0.3,1
COCCNC(=O)CSc1nc(N)c(NC(=O)c2ccccc2F)c(=O)[nH]1,3,0,-3,2,8,-1.1,1.0,-0.2,-0.6,-0.6,0
O=c1cc(CN2CCN(Cc3ccc(F)cc3)C(CCO)C2)[nH]c2ccccc12 (stereo not given),-4,-2,0,-2,-9,2.4,2.0,0.1,-0.5,-0.2,2
Cn1cccc1C1CCCN1CC(=O)Nc1ccc(C(N)=O)cc1 (stereo not given),-5,4,-1,-5,-9,1.0,1.9,0.9,-0.1,-0.1,-4
Cc1nnsc1-c1nc2ccccc2n1C(CCc1ccccc1)c1nc2ccccc2[nH]1 (stereo not given),4,-2,-8,-5,-14,1.2,1.6,/,-1.3,-0.2,7
NC(=O)c1ccccc1NC(=O)COc1ccc(Cl)cc1,-4,-2,2,1,-5,-0.5,5.7,1.4,-1.0,0.4,-1
Cc1ccc(N2C(=O)N(CC(=O)Nc3ccc(C)cc3[N+](=O)[O-])C(=O)C2C)cc1 (stereo not given),1,-4,0,-1,-4,0.4,1.7,0.6,-1.2,3.6*,-3
CCOc1ccccc1N1CN(C2CCCCC2)CNC1=S,-4,-1,4,1,-5,-0.1,0.0,/,0.0,-0.4,6
C/C(=N\NC(=O)c1ccc(C(=O)N/N=C(\C)c2ccco2)o1)c1ccco1,-2,-6,-2,-44,-48,-0.5,0.8,1.5,-0.5,0.7,0
Cc1cc(=O)[nH]c(N/N=C2/CCCC/C2=C\c2ccccc2)n1,-4,-2,-1,2,2,-1.0,0.4,-0.1,-1.0,0.0,-2
CCCCc1ccc(NC(=O)N[C@@H](C)C(=O)O)cc1,-2,-4,2,1,-7,-0.3,1.6,0.0,-0.1,-0.3,-2
CC[C@H](C)Cc1cn([C@@H](CCCCNC(=O)OC(C)(C)C)C(=O)NCCCCCCCCCCC(=O)N2CCN(C(=O)OC(C)(C)C)CC2)nn1,3,-2,-2,3,4,-3.7,-1.8,-1.3,-2.0,-1.0,-2
O=C(O)CCn1ccnc1-c1ccccc1,-4,6,-2,0,6,-2.1,-3.2,-0.9,-1.6,-0.4,1
CCC(C)N(CCNC(=O)c1ccc(NC2=NC3CS(=O)(=O)CC3S2)cc1)Cc1ccco1 (stereo not given),2,-6,-3,6,-6,-0.4,3.9,0.2,-1.3,0.7,-1
CC(NC(=O)COC(=O)CCNC(=O)c1ccco1)C12CC3CC(CC(C3)C1)C2 (stereo not given),-5,8,1,1,4,-1.5,-0.5,0.2,-0.8,0.0,-3
COc1ccccc1CNC(=O)Cc1csc(NC(=O)Nc2ccccc2OC)n1,3,1,2,1,1,-3.0,-3.6,-2.7,-1.2,-3.6,-2
Clc1ccc2nc(-c3ccccc3)c(Cc3ccccc3)n2c1,-12,-5,-3,-9,-17,-0.1,1.8,0.6,0.0,2.1,1
CSC[C@H]1CN(c2ccccc2)C(=O)[C@@H]1CC(=O)Nc1ccccc1,7,0,-6,9.5*,9,-1.4,-1.2,0.9,-1.2,1.2,-6
O=C(COC(=O)/C=C/C(=O)OCC(=O)NC12CC3CC(CC(C3)C1)C2)NC12CC3CC(CC(C3)C1)C2,-5,-5,-6,2,3,-1.5,-1.4,-0.2,-0.6,0.5,-2
COc1ccc(OC)c(-n2c(C)cc(C=O)c2C)c1,-1,2,1,-2,-4,-0.6,-1.9,0.5,-1.1,-0.1,2
# More records follow.
SMILES,ADAM17 inh,MBD2 DNA inh,SMARCA2 act,PLC-gamma1 inh,PLCb3 inh,hcDAF12 agonist,hgDAF12 agonist,DAX1 inh-1,ssDAF-12 act,DAX1 inh-2,Rev-erbA mod
COc1ccc(S(=O)(=O)N2CCN(CC(=O)NC(C)c3cccs3)CC2)cc1 (stereo not given),-2,0,-2,2,0,0.9,-4.5,0.1,-0.8,-0.7,2
CC(C)(C)C1CCC(OCC(O)CN2CCN(c3ccccc3)CC2)CC1 (stereo not given),-2,-1,0,2,-1,-0.1,1.3,0.9,-0.9,-0.4,-2
Nc1cc(N)nc(SCC(=O)NCc2ccc3c(c2)OCO3)n1,1,2,-2,-3,-6,-1.8,-0.4,1.8,-1.4,0.0,3
COc1ccc2cc(C(=O)N3CCN(c4ccc(F)cc4)CC3)[nH]c2c1,-9,2,0,-10,-23,-0.4,0.9,0.3,-0.4,0.2,-1
COc1ccc(C2C3=C(CC(C)(C)CC3=O)N(C)C3=C2C(=O)CC(C)(C)C3)cc1OC,-2,2,-1,-8,-14,-0.8,2.2,-0.3,-1.6,-0.2,-1
CCC(C)c1ccccc1NC(=S)NC(=O)c1ccco1 (stereo not given),2,3,0,0,-5,1.4,-0.5,0.2,-0.6,-0.5,-1
COc1ccccc1C(=O)NCCC(=O)Nc1cccc(C)n1,-1,-4,0,7,-4,0.8,-1.9,1.4,-1.6,0.0,-2
Cn1c(Cn2nnc3ccccc32)nnc1SCC(=O)N1c2ccccc2CCc2ccccc21,5,3,-1,1,3,-1.8,-1.9,-1.3,-1.7,-0.5,-5
C=CCn1c(COc2ccccc2F)nnc1SCC(=O)c1c[nH]c2ccccc12,8,1,-3,2,1,3.0,-0.2,0.2,-1.4,-0.3,-3
CCOc1ccc(NC(=O)c2cn(CC(C)C)c(=O)c3c2c2ccccc2n3C)cc1,-1,-1,-1,4,5,1.6,-0.2,-0.4,-1.3,0.3,7
COc1ccc(CN(C)C(=O)CC(c2ccccc2)c2ccccc2)cc1,11*,-6,-5,6,-2,-0.9,-1.1,-0.8,-1.6,-0.3,6
Cc1cccc(-c2nc3cc([N+](=O)[O-])ccc3o2)c1,0,-5,8,4,-4,0.7,7.5,-1.2,-1.6,0.8,0
CC(C)(C)C(=O)CN1C2=NCCN2c2ccccc21,-4,6,0,0,-1,-2.4,0.9,1.4,-1.3,-0.7,0
Cn1c(NC(=O)c2ccc(C(C)(C)C)cc2)cc(=O)n(C)c1=O,2,-3,0,0,-6,3.4,2.2,1.2,-0.8,1.3,-5
COc1ccc(OC)c(-c2csc(NC(=O)Cc3cccs3)n2)c1,2,1,-2,0,-5,-2.7,-5.2,-1.5,-2.4,-0.5,-4
COC(=O)c1c(C(=O)OC)c2ccncn2c1Cl,-16,-1,1,-22,-26,-1.4,1.5,-0.5,-1.3,-0.2,-1

# Some of the entries so far, as labelled records.
COC(=O)c1c(C(=O)OC)c2ccncn2c1Cl
  ADAM17 inh: -16	MBD2 DNA inh: -1	SMARCA2 act: 1	PLC-gamma1 inh: -22	PLCb3 inh: -26	hcDAF12 agonist: -1.4	hgDAF12 agonist: 1.5	DAX1 inh-1: -0.5	ssDAF-12 act: -1.3	DAX1 inh-2: -0.2	Rev-erbA mod: -1
Cn1c(NC(=O)c2ccc(C(C)(C)C)cc2)cc(=O)n(C)c1=O
  ADAM17 inh: 2	MBD2 DNA inh: -3	SMARCA2 act: 0	PLC-gamma1 inh: 0	PLCb3 inh: -6	hcDAF12 agonist: 3.4	hgDAF12 agonist: 2.2	DAX1 inh-1: 1.2	ssDAF-12 act: -0.8	DAX1 inh-2: 1.3	Rev-erbA mod: -5

# Compound profiles, from the list above.
# COc1ccc(CN(C)C(=O)CC(c2ccccc2)c2ccccc2)cc1 across the screens: ADAM17 inh = 11*; MBD2 DNA inh = -6; SMARCA2 act = -5; PLC-gamma1 inh = 6; PLCb3 inh = -2; hcDAF12 agonist = -0.9; hgDAF12 agonist = -1.1; DAX1 inh-1 = -0.8; ssDAF-12 act = -1.6; DAX1 inh-2 = -0.3; Rev-erbA mod = 6
# CCC(C)c1ccccc1NC(=S)NC(=O)c1ccco1 (stereo not given) across the screens: ADAM17 inh = 2; MBD2 DNA inh = 3; SMARCA2 act = 0; PLC-gamma1 inh = 0; PLCb3 inh = -5; hcDAF12 agonist = 1.4; hgDAF12 agonist = -0.5; DAX1 inh-1 = 0.2; ssDAF-12 act = -0.6; DAX1 inh-2 = -0.5; Rev-erbA mod = -1
